High-throughput results deposited in PubChem BioAssay by National Center for Advancing Translational Sciences (NCATS).
KDM5B inhibitor = blocks human KDM5B histone demethylase activity | KDM5B demethylase, FDH-coupled NADH fluorescence (FDH is formaldehyde dehydrogenase) | Potency, µM (top dose mostly 57.7 µM), for inactives: at the top dose activity change, negative = inhibition, actives largely listed as inhibitors | Q9UGL1 | hit rate 2.6% among 220,000; active = well fitted inhibition curve with a large enough effect; inconclusive = small, poorly fitted or top-dose-only effect; inactive = no such curve, though single readings can be large or run the other way; also: 0% is about no effect; nearly all actives have a fitted effect of over 70% in size
Target sequence (Q9UGL1 whole entry, looked up): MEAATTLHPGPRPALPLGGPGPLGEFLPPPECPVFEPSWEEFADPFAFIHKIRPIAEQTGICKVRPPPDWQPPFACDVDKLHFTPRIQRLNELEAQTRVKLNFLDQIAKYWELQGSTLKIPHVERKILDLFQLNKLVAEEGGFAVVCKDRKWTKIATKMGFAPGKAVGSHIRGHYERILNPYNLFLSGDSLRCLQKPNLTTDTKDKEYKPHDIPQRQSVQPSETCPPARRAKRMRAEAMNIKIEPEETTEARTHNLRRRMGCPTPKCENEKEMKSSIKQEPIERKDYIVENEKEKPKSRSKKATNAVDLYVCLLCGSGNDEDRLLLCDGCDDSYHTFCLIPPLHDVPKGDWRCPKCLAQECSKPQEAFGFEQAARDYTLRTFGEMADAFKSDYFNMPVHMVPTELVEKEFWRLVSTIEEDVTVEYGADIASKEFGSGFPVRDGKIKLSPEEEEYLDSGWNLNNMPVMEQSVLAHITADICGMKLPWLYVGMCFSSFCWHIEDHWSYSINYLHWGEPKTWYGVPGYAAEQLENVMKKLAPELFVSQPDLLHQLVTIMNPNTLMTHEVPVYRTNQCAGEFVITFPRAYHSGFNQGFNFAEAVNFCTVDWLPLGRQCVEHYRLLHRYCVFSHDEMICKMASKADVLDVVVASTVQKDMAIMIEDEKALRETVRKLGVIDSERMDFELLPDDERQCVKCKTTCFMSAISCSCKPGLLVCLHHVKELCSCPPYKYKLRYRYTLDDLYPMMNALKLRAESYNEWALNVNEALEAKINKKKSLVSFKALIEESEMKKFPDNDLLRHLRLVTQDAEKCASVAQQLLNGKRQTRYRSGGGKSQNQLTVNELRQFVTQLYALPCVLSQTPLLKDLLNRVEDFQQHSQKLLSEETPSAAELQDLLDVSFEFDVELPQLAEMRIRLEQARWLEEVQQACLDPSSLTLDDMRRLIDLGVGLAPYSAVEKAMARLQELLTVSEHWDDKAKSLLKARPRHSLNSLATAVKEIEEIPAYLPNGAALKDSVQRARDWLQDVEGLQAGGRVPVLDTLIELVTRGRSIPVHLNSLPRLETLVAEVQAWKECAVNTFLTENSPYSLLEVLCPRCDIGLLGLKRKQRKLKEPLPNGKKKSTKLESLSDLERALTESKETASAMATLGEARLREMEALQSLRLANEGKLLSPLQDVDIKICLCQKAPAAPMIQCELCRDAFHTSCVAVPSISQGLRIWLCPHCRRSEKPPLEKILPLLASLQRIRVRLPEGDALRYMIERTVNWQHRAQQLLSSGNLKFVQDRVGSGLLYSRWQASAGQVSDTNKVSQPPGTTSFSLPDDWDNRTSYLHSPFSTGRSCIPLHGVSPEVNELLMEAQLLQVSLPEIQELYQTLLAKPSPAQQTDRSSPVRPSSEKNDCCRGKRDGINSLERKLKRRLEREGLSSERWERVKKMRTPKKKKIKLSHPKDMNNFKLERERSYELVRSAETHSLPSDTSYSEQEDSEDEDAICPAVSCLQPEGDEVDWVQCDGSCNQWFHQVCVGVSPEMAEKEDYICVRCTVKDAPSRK
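Measured: NADH fluorescence change, 30 min, RT. System: KDM5BΔAP 200 nM final, H3K4me3 peptide, α-KG, Fe(II), ascorbate, NAD⁺ plus FDH, pH 7.5 HEPES. Compounds: titrated, 10 min pre-incubation with enzyme.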
* hit, by the source's call; i = inactive; u = inconclusive; & = joins results of further samples; [ ] = remark or other dose. Potency is read from the fitted curve at half-maximal effect. The list is partial; rates above refer to the full screens.

SMILES | KDM5B inhibitor
CC(=O)N1CCN(c2ccc3nnc(-c4ccc(C)cn4)n3n2)CC1 | -29%[86.2 µM]
CCc1nc2ccc(C(=O)Nc3cccc(C)n3)cc2nc1CC | -15%
COCCN1C(=O)c2ccccc2C(C(=O)NCc2ccc(Cl)cc2)C12CCCCC2 (centres undefined) | -18%
COc1ccccc1C1=NC(C(F)(F)F)(C(F)(F)F)N=C(N(C)C)O1 | 0%
CC[C@@H](C)[C@@H](C(=O)Nc1ccc(C)cc1)N1Cc2ccccc2C1=O | -1%
CCc1ccc(NC(=O)c2ccc3[nH]c(C)c(C)c3c2)cc1 | -19%
O=C(NC1CCCC1)c1cc(-c2ccc(Cl)cc2)on1 | -11%
O=C(NC1CCN(Cc2ccccc2)CC1)C1CCN(S(=O)(=O)c2ccccc2)CC1 | -1%
O=C1NCCCCCN(C(=O)C2CCCCC2)[C@H]2CCCC[C@@H]12 | 1%
COC(=O)CNC(=O)c1nc(-c2ccccc2)c2ccccn12 | i
CCC1CN(CC(=O)Nc2cc(C)cc(C)c2)c2ccccc2S1 (centres undefined) | -22%
Cc1cccc(Cn2nnc3c(=O)[nH]c(C4CCN(C(=O)c5ccc(F)cc5)CC4)nc32)c1 | 7%
CC(C)N1CCC(NC(=S)NCc2ccc(F)cc2)CC1 | -13%
COc1ccc(CCNC(=O)c2cc3n(n2)CCCN(Cc2ccc(C)cc2)C3=O)cc1OC | -18%
CC(C)NC(=O)N[C@H]1C[C@H]2C(=O)NC[C@@H](CCC(=O)N3CCCCC3)N2C1 | u
CCC(CC)=NNC(=O)C1CC1c1ccccc1 (centres undefined) | 14%
COc1cccc(CN2C(=O)OC3(CCN(C(=O)C4CCC4)CC3)C2(C)c2cccnc2)c1 (centres undefined) | 19%
Cc1nc(C)c(-c2csc(Nc3ccc(N(C)C)cc3)n2)s1 | 10%
CN(C)c1cc(N2CCCC(NC(=O)NCc3ccccc3)C2)ncn1 (centres undefined) | 24%
CCCOc1ccc(-c2nn(-c3ccccc3)cc2C2NC(=O)NC(C)=C2C(=O)OC(C)C)cc1 (centres undefined) | -26%&-42%
CC(C)CCNC(=O)c1cc(-c2ccc(Br)s2)nc2ccccc12 | u
Cc1ccccc1NC1(c2nnnn2-c2c(C)cccc2C)CCCCC1 | 15%
Cc1cccc(OCC2(CNC(=O)N3CCOCC3)C[C@@H](O)[C@@H](O)C2)n1 (some centres undefined) | -5%[86.2 µM]
COc1ccc(CN2C(=O)CO[C@H](c3ccc(NC(=O)c4ccc(OC)cc4)cc3)[C@H]2CO)cc1 | 10%
CCCc1cc(C(=O)Oc2ccc(NC(C)=O)cc2)sc1C | -23%
SMILES | KDM5B inhibitor
COc1ccccc1-c1cnc(NC(=O)C2CCOCC2)c2c1CCO2 | 0%[86.2 µM]
COc1ccc(C(=O)N[C@@H]2CN(c3ncccn3)C[C@H]2CO)cc1F | u
COc1cc(C(=O)NC2CCN(c3cc(-c4cccs4)[nH]n3)C2)cc(OC)c1OC (centres undefined) | u
CC(=O)N(C)c1ccc(NC(=O)CC2C=CCC2)cc1 (centres undefined) | 6%
Cc1ccc2cccc(NC(=O)COc3ccc(C(C)C)cc3)c2n1 | -2%
CCC(CC)C(=O)NC[C@H]1O[C@@H](CC(=O)NCc2ccc(F)cc2)[C@H](O)[C@@H]1O | 6%[86.2 µM]
CN1CCN(C(=O)CC[C@H]2CNC(=O)[C@@H]3[C@@H](CCN3CC(C)(C)C)N2C)CC1 | -28%[86.2 µM]
COc1ccc(CNC(=O)c2cc3cc4cc(OC)ccc4nc3o2)cc1 | i
O=C1CCCCCN1CCc1nc(C2CCOC2)no1 (centres undefined) | 33%
Cc1cccc(-c2c3c(=O)n(C)c(=O)n(C)c3c3c(C)cc(C)nn23)c1 | 17%
Cc1ccc(C(=O)CSC#N)o1 | 5%
COc1cc(-n2cnnn2)cc(-n2ccnc2-c2cc3n(n2)CCCNC3)c1 | u
CCc1nn(CCCC(=O)NCc2ccc(OC)c(OC)c2)c(=O)c2cc3occc3n12 | 2%
CCOC(=O)CCNC(=O)N1CCCC(Cn2cnc3cccnc32)C1 (centres undefined) | -5%
CN1CC(=O)N(c2ccc([N+](=O)[O-])cc2)Cc2c1ncnc2N1CCOCC1 | u
COc1ccccc1NC(=O)c1ccc2c(c1)NC(=O)CS2 | 16%
O=C(CCn1cnc2onc(-c3ccc(F)cc3)c2c1=O)N1CCN(c2cccc(Cl)c2)CC1 | -21%
COc1cccc(NC(=O)C2CCCN2S(=O)(=O)c2ccc3c(c2)n(C)c(=O)c(=O)n3C)c1 (centres undefined) | u
N#Cc1c(NC(=O)c2ccnn2C(F)F)sc2c1CCCCC2 | u
CCOCCOC(C)C(=O)N(CC(=O)OCC)CC(C)C (centres undefined) | 6%
COc1ccc(C(=O)NC2CCCN(c3cc(-c4ccc(F)cc4)[nH]n3)C2)cc1 (centres undefined) | 8%
CCn1c(-n2nc(C)cc2C)nc2c1c(=O)n(CCN1CCCCC1)c(=O)n2C | -5%
CCOc1ccc(C(C)=O)cc1COc1ccc2c(C)cc(=O)oc2c1C | u
O=C(Cc1ccc(F)cc1)N1C[C@@H](CO)[C@H](c2ccccn2)C1 | -10%
COc1ccc(-c2c(C)oc3cc(OCC(=O)O)ccc3c2=O)cc1OC | -1%

In the list so far, these contain a cyano group:
SMILES | KDM5B inhibitor
Cc1ccc(C(=O)CSC#N)o1 | 5%
N#Cc1c(NC(=O)c2ccnn2C(F)F)sc2c1CCCCC2 | u

The results go on.
SMILES | KDM5B inhibitor
COc1cccc(CN2CC[C@@H]3CN(S(C)(=O)=O)[C@@H]3C2)c1OC | -3%
CC(=O)c1cc(-c2ccc(F)cc2)n(CC(=O)NCc2ccc(C)cc2)c1C | -9%
CC(C)N1CCN(C2CCOC3(CCN(C(=O)Nc4ccccc4F)CC3)C2)CC1 (centres undefined) | -10%
O[C@@H]1C[C@@H](c2nnc3n2CCN(Cc2ccc(F)cc2F)C3)N(Cc2cccnc2)C1 | -22%
COc1ccc(C(=O)NCC2c3cc(OC)c(OC)cc3CCN2C(=O)NC(C)C)cc1 (centres undefined) | -12%
COc1ccc(Cl)cc1C(=O)N1CCC(N2CC3CC(C2)[C@H]2CCCC(=O)N2C3)CC1 (some centres undefined) | u
CCOC(=O)c1ccc(NC(=O)CCn2c(=O)c3cccn3c3ccccc32)cc1 | -14%
COc1ccc(NC(=O)Cn2c(=O)n(Cc3ccco3)c(=O)c3sc4ccccc4c32)c(OC)c1 | -23%
CN(C)C[C@@H]1CN(Cc2ccncc2)C[C@H]1NC(=O)c1ccoc1 | u
O=S(=O)(Cc1coc(-c2ccc(Cl)cc2)n1)CC1CCCO1 (centres undefined) | 9%
O=C(Cc1ccc(F)cc1)N1CCC[C@H]1c1nc(-c2ccccc2)no1 | 0%
Cc1cnc(C(=O)N(C)Cc2ccc(Br)o2)cn1 | -17%
COc1ccc(N2C(=O)C(CC(=O)Nc3ccc(F)cc3)N(CCC3=CCCCC3)C2=O)cc1 (centres undefined) | u
COc1ccccc1CNc1nc2ccccc2nc1NS(=O)(=O)c1cccc(Cl)c1 | -8%
COc1ccccc1-c1noc(CCCC(=O)Nc2cccc(C(F)(F)F)c2)n1 | -10%
CCC(CC)C(=O)Nc1sc2c(c1C#N)CCC(C(C)(C)CC)C2 (centres undefined) | 4%
Cc1ccc(C)c(N2CCN(c3c(CN4CCCC4)c(=O)oc4ccccc34)CC2)c1 | -21%
CC(C)(C)NC(=O)NC(=O)C[n+]1ccc(Cc2ccc([N+](=O)[O-])cc2)cc1 | 6%
Cc1cc(CN2C[C@@H](CO)[C@H](c3ccccn3)C2)n(C)n1 | -28%
Cc1cnc2c(S(=O)(=O)N3CCCCC3C(N)=O)cccc2c1 (centres undefined) | 11%
O=C([C@@H]1C[C@H](Oc2cccnc2)CN1C(=O)CCCc1ccccc1)N1CCOCC1 | 1%
Fc1ccc(-c2ccc3ncc(Nc4ccc(Cl)cn4)n3n2)cc1 | -7%[86.2 µM]
Cc1cccc(C)c1NC(=O)CSC(=O)c1sc2ccccc2c1Cl | -6%
O=C(Nc1c(F)cc(F)cc1Br)c1cc2ccccc2oc1=O | -2%
CN1C(=O)c2ccccc2Sc2ccc(NC(=O)c3ccc(C(F)(F)F)cc3)cc21 | -1%
SMILES | KDM5B inhibitor
O=C(OCc1ccccc1)N1CCOCC12CCN(Cc1ccncc1)CC2 | u
CC(C)c1noc(-c2cn(C3CCCN(C(=O)c4ccsc4)C3)nn2)n1 (centres undefined) | 4%
COc1ccc(S(=O)(=O)Oc2ccc3oc(=O)cc(-c4cc5cccc(OC)c5o4)c3c2)cc1 | u
COc1ccc(CCC(=O)N[C@@H]2CN(c3ccncn3)C[C@H]2CN(C)C)cc1 | -6%
CC1(C)CC(NC(=O)C2CCC2)CC(C)(CNC(=O)C2CCC2)C1 (centres undefined) | 12%
COc1ccc2[nH]c3c(c2c1)CCNC31CCN(C(=O)c2ccnn2C)CC1 | u
CN1[C@@H](CCC(=O)NCc2ccccc2)CNC(=O)[C@@H]2[C@H]1CCN2Cc1csnn1 | u
CCOC(=O)c1ccc(N2CCN(C(C)=O)CC2)c(NC(=O)c2ccccc2C)c1 | u
Nc1ccc(-c2c3ccccc3nc3ccccc23)cc1 | 35%
O=C(Cn1cccc1-c1nc(-c2ccccc2)no1)Nc1ccccc1 | 20%
O=C(NC1CCOC2(CCOCC2)C1)c1ccc(C(F)(F)F)cc1 (centres undefined) | 28%
CCn1ccnc1CN(C)C(=O)c1ccc2oc(-c3ccc(C(F)(F)F)cc3)nc2c1 | -19%
CC(=O)Nc1ccc(CN2CCOC[C@H]2c2ncc(-c3ccc(F)cc3F)[nH]2)cc1 | 9%[86.2 µM]
O=C(Nc1ccc(Cl)cc1)N[C@H]1CO[C@H]2[C@@H]1OC[C@H]2O | -12%[86.2 µM]
COCCN1C(=O)c2cccn2CC1CNC(=O)CCc1ccccc1 (centres undefined) | -38%
CCOC(=O)c1c(C)[nH]c(C)c1S(=O)(=O)N1CCC(C(=O)NCc2ccccc2Cl)CC1 | -15%
COc1ccc(C(=O)N2CCCC(n3cc(-c4nc(C5CC5)no4)nn3)C2)cn1 (centres undefined) | 1%
O=C(Nc1ncc(-c2cccc(F)c2)c2c1OCC2)c1ccncc1 | -10%[86.2 µM]
Cc1nn(-c2ccc3nncn3n2)c2c1C(c1ccc(OC(C)C)cc1)CC(=O)N2 (centres undefined) | 13%
Cc1ccc2nc(Cl)c(/C=C/C(=O)c3ccco3)cc2c1 | -19%
O=C1CCN(C(=O)C2CCN(S(=O)(=O)c3ccccc3)CC2)CCCCCCN1 | -26%
CC(=O)NNC(=S)NC1CCCC1 | -6%
COc1ccc(NC(=O)c2c(NC(=O)c3cccc(C)c3)sc3c2CCC3)cc1 | -6%
CC(C)(C)c1cc(CN(CCO)Cc2cc(C(C)(C)C)c(O)c(C(C)(C)C)c2)cc(C(C)(C)C)c1O | u
CS(=O)(=O)Nc1ccc(C2(C(=O)NCCC3=CCCCC3)CCCCC2)cc1 | -22%

14 structures already listed, ordered by length of the SMILES, rising.
SMILES | KDM5B inhibitor
CC(=O)NNC(=S)NC1CCCC1 | -6%
Nc1ccc(-c2c3ccccc3nc3ccccc23)cc1 | 35%
COCCN1C(=O)c2cccn2CC1CNC(=O)CCc1ccccc1 (centres undefined) | -38%
O=C(Nc1ncc(-c2cccc(F)c2)c2c1OCC2)c1ccncc1 | -10%[86.2 µM]
CC1(C)CC(NC(=O)C2CCC2)CC(C)(CNC(=O)C2CCC2)C1 (centres undefined) | 12%
CC(C)c1noc(-c2cn(C3CCCN(C(=O)c4ccsc4)C3)nn2)n1 (centres undefined) | 4%
COc1ccc2[nH]c3c(c2c1)CCNC31CCN(C(=O)c2ccnn2C)CC1 | u
COc1ccc(NC(=O)c2c(NC(=O)c3cccc(C)c3)sc3c2CCC3)cc1 | -6%
COc1ccc(C(=O)N2CCCC(n3cc(-c4nc(C5CC5)no4)nn3)C2)cn1 (centres undefined) | 1%
COc1ccc(CCC(=O)N[C@@H]2CN(c3ccncn3)C[C@H]2CN(C)C)cc1 | -6%
CCn1ccnc1CN(C)C(=O)c1ccc2oc(-c3ccc(C(F)(F)F)cc3)nc2c1 | -19%
CC(=O)Nc1ccc(CN2CCOC[C@H]2c2ncc(-c3ccc(F)cc3F)[nH]2)cc1 | 9%[86.2 µM]
CN1[C@@H](CCC(=O)NCc2ccccc2)CNC(=O)[C@@H]2[C@H]1CCN2Cc1csnn1 | u
CC(C)(C)c1cc(CN(CCO)Cc2cc(C(C)(C)C)c(O)c(C(C)(C)C)c2)cc(C(C)(C)C)c1O | u

Continuation.
SMILES | KDM5B inhibitor
COc1ccc(CCc2nc(C3CC(=O)N(c4ccc(Cl)cc4)C3)no2)cc1 (centres undefined) | -14%
O=C(NCCc1ccc(OC(F)F)cc1)c1nn(Cc2ccccc2)c(=O)c2ccccc12 | -6%
CC(C)CCNc1nc(C(=O)OC(C)C(=O)NC(=O)NC2CC2)cs1 (centres undefined) | -8%
C#CCNC(=O)c1nc(-c2cccc(F)c2)c2cnccn12 | 35µM*
O=C(CSc1n[nH]c(-c2cccc(Br)c2)n1)c1ccc(Cl)cc1 | -13%
O=C(c1ccsc1)N1CCC(Oc2cccc(F)c2)C1 (centres undefined) | 4%
COc1ccc(OCC(=O)NCC(c2ccc(OC)cc2)N2CCCCC2)cc1 (centres undefined) | -10%
CC(C)c1ccc(CN2CCC3(CC2)OC(=O)N(Cc2ncccn2)C3(C)c2ccccc2)cc1 (centres undefined) | -5%
CCC(CC)NC(=O)COC(=O)Cc1nn(C)c(=O)c2ccccc12 | 4%
CC(C)OC(C)C(=O)N1CCC(n2nccc2NC(=O)c2ccccc2)CC1 (centres undefined) | 15%
O=C(Nc1cccc(-n2cccn2)c1)C1CCCN(Cc2ccc(C#CCCO)cc2)C1 (centres undefined) | 8%
CC[C@H]1CN(C(=O)Nc2cccc(OC)c2)CC[C@H]1CC(=O)O | 22%[86.2 µM]
CCOc1ccc(Oc2nc(NCC(C)C)nc(N3CCOCC3)n2)nn1 | 19%
